High-throughput results: PubChem BioAssay, National Center for Advancing Translational Sciences (NCATS)
Sm TGR inh: qHTS Assay for the Inhibitors of Schistosoma Mansoni Peroxiredoxins; Schistosoma mansoni thioredoxin glutathione reductase (TGR), Q962Y6; purified TGR, DTNB reduction, TNB absorbance 405 nm; Potency, µM (top dose mostly 114 µM), for the others: at the top dose activity change, negative = inhibition, usual class: inhibitors; 360,000 compounds, 3% hits; note: potency is the fitted concentration of half-maximal effect; nearly all actives have a fitted effect of over 60% in size
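Kinetic colorimetric format: TGR-catalysed, NADPH-driven DTNB reduction monitored via TNB absorbance. Enzyme dispensed at 20 nM; compound exposure 15 min at room temperature before reaction start.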
AmpC detergent: qHTS Inhibitors of AmpC Beta-Lactamase (assay with detergent); AmpC hydrolysis of nitrocefin, absorbance 480 nm, 0.01% Triton; Potency, µM (series often up to 114 µM), without a hit: top-dose activity change, negative = inhibition, most hits filed as inhibitors; 370,000 compounds, 0.041% hits; AID 485294, 2010;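 note: potency is the fitted concentration of half-maximal effect; 0% = no-compound wells and -100% = no-enzyme wells; nearly all actives have a fitted effect of over 25% in size; some results filed as inactive show a strong effect at the top dose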
Target sequence (P00811 whole entry, looked up): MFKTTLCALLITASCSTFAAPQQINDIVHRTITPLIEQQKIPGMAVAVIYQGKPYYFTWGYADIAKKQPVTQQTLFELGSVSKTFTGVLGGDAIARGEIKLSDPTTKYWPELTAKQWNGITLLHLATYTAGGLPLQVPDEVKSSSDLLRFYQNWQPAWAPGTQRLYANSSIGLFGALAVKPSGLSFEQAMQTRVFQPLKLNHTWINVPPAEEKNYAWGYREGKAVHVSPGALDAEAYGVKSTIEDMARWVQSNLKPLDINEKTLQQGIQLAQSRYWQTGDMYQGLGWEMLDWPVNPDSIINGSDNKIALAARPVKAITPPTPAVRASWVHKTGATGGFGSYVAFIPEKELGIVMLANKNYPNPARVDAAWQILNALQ
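AmpC (5.3 nM in the dispensed reagent) in 20 mM phosphate pH 7.0 with 0.01% (detergent screen) or 0.0001% Triton X-100 was preincubated with compounds for 15 min at room temperature. Nitrocefin was then added from an 800 uM solution, and hydrolysis was followed at 480 nm.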
HCMV antiviral: qHTS Assay for inhibitors of the human cytomegalovirus (HCMV). AID 1259415, 2018. activity change, negative = inhibition, % at 57.5 µM. 410,000 compounds, 4.5% hits. HFF cells, HCMV-luciferase reporter, 72 h; hits give low values; in the data active = activity change below about -60%; inconclusive = no clear call, values can overlap the other calls; inactive = above about -39%
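Compounds were evaluated in HFFs infected with an HCMV luciferase reporter virus (MOI 1 PFU/cell). Luciferase in lysates collected 72 h post infection served as the replication measure.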
AMA1 RON2 block: qHTS for Inhibitors of AMA1-RON; Towards Development of Antimalarial Drug Lead: Primary Screen. Plasmodium falciparum AMA1 (3D7) - RON2 peptide interaction. AlphaScreen AMA1-biotinylated RON2 peptide binding. Potency, µM (series often up to 58.2 µM), for inactives: top-dose activity change, negative = inhibition, hits mostly inhibitors. 360,000 compounds, 0.2% hits. AID 720542, 2013;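 note: potency is the fitted concentration of half-maximal effect; 0% = vehicle wells and -100% = peptide control; nearly all actives have a fitted effect of over 45% in size; some results filed as inactive show a strong effect at the top dose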
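AMA1 (3D7) with his tag at 25 nM final met compounds first, then biotinylated RON2 peptide at 25 nM; detection used donor plus acceptor beads, 10 µg/mL apiece, read by AlphaScreen after 30 min at room temperature.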
FBPA Giardia inh: qHTS Assay for Inhibitors of Fructose-1,6-bisphosphate Aldolase from Giardia Lamblia. 290,000 compounds, 0.71% hits. A8B2U2. AID 2451, 2010. purified Giardia FBPA. Potency, µM (series often up to 59.6 µM), without a hit: top-dose activity, negative = inhibition, hits mostly inhibitors; note: potency is the fitted concentration of half-maximal effect; nearly all actives have a fitted effect of over 55% in size
Target sequence (A8B2U2 whole entry, looked up): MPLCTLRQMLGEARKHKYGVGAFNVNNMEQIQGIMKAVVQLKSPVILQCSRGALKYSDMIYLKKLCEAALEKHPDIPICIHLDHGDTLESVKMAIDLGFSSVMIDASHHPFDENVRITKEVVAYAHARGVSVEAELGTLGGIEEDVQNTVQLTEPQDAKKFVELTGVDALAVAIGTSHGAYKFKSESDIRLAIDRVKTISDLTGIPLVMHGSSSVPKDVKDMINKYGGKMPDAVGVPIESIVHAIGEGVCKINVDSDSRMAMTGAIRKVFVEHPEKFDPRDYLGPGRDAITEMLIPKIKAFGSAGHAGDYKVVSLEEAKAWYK
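40 nM FBPA preincubated 10 min at RT with compound (up to 57.5 uM final), then substrate plus GAPDH/TPI/NAD/arsenate coupling and diaphorase/resazurin added. Fluorescence read after 20 min at RT, 525/598 nm.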
AmpC no deterg: qHTS Inhibitors of AmpC Beta-Lactamase (assay without detergent); P00811; AmpC nitrocefin hydrolysis, absorbance 480 nm, 0.0001% Triton; Potency, µM (highest dose often 57.1 µM), without a hit: at the top dose activity change, negative = inhibition, actives largely listed as inhibitors; 330,000 compounds, 0.52% hits; AID 485341, 2010;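 note: potency is the fitted concentration of half-maximal effect; plate controls were no compound for no effect and no enzyme for full effect; nearly all actives have a fitted effect of over 20% in size; some results filed as inactive show a strong effect at the top dose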
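AmpC (5.3 nM in the dispensed reagent) in 20 mM phosphate pH 7.0 with 0.01% (detergent screen) or 0.0001% Triton X-100 was preincubated with compounds for 15 min at room temperature. Nitrocefin was then added from an 800 uM solution, and hydrolysis was followed at 480 nm.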
* = called active by the depositor; ? = inconclusive; nt = no result given; & = joins results of further samples; [ ] = another dose, or the depositor's remark. Unless noted, calls come from the whole dose curve; as a rule, active = well fitted curve in the direction sought with a large enough effect; inconclusive = small, poorly fitted or top-dose-only effect, or another doubt; inactive = no such curve, though single readings can be large; an effect the other way counts as inactive or inconclusive. Unless noted, % is set by controls: 0 for no effect and ±100 for the full control effect.

Codes: A = Sm TGR inh; B = AmpC detergent; C = HCMV antiviral; D = AMA1 RON2 block; E = FBPA Giardia inh; F = AmpC no deterg
CCN(CCn1cccn1)C(=O)CC1C(=O)NCCN1Cc1ccc(F)cc1 (stereo unspecified)
  A = 5%	B = 0%	C = -36	D = -4%	E = 6%	F = 3%

COc1ccc(NC(=O)C2CCN(C(=O)N3CCOc4ccccc43)CC2)cc1
  A = 4%	B = 19%	C = -2	D = nt	E = nt	F = nt

CCn1c(SCC(=O)N2CCOCC2)nc2ccccc21
  A = 11%	B = -1%	C = 33	D = 4%	E = -2%	F = 0%

CCC1CN(C(=O)N2CCC(C(=O)NCc3cc(OC)c(OC)c(OC)c3)CC2)c2ccccc2O1 (stereo unspecified)
  A = 2%&-3%	B = -1%&22%	C = 0&25	D = -21%	E = nt	F = 163%[activator]

O=C(CCC1CCN(C(=O)c2ccccc2Cl)CC1)NCc1ccc(F)cc1
  A = -10%	B = -9%	C = 39	D = 18%	E = 0%	F = 33%

O=C(Nc1ccc(Cl)cc1C(=O)c1ccccc1)c1ccc(Br)o1
  A = 2%	B = -7%	C = -38	D = -10%	E = 5%	F = -18%

Cc1cc(=O)c(C(=O)O)nn1-c1cccc(C(F)(F)F)c1
  A = -4%	B = -2%	C = 29	D = 14%	E = -3%	F = -16%

CCc1ccc(NC(=O)CSc2nc(=O)n(CCN(C)C)c3c2CCCC3)cc1
  A = 3%	B = 0%	C = -19	D = 7%	E = nt	F = 119%[activator]

CC(C)Cn1cc(NC(=O)NCc2cccc(Cl)c2)c2ccccc2c1=O
  A = 0%	B = 13%	C = -13	D = nt	E = nt	F = nt

Cc1ccc(N2C(=O)c3ccccc3C2Nc2ccc(S(=O)(=O)N3CCOCC3)cc2)nc1 (stereo unspecified)
  A = -18%	B = -12%	C = 33	D = -9%	E = 5%	F = 49%

CCOC(=O)CC(=O)Nc1ccsc1C(N)=O
  A = -1%	B = -4%	C = 2	D = -16%	E = -3%	F = -7%

CCC1CCC2(CC1)NC(=O)N(CC(=O)Nc1cc(C)on1)C2=O (stereo unspecified)
  A = -5%	B = -8%	C = -24	D = -9%	E = -1%	F = -35%

CS(=O)(=O)N(CC(=O)Nc1ccc(F)cc1F)c1cccc([N+](=O)[O-])c1
  A = -20%	B = 0%	C = 5	D = -8%	E = -3%	F = -21%

CC[C@H](C)[C@H](NC(=O)OCc1ccccc1)C(=O)OCC(=O)Nc1ccc(N2CCOCC2)cc1
  A = 3%	B = -21%	C = -1	D = ?	E = nt	F = 33%

O=C(CN1CCC(C(=O)c2cccc(F)c2)CC1)NCc1cccs1
  A = -21%	B = -10%	C = ?	D = 0%	E = -7%	F = 4%

Cc1ccccc1C(=O)N1CCN(c2ccc(NC(=O)c3ccco3)cc2Cl)CC1
  A = -16%	B = ?	C = 10	D = -9%	E = -5%	F = 30%

CCc1ccc(CNC(=O)c2ccc3c(c2)nc2n3CCCCC2)cc1
  A = -1%	B = -5%	C = 58	D = nt	E = nt	F = nt

CC[C@]1(c2cccc(C)c2)C(=O)N(C(=O)OC)N1C(=O)OC
  A = 1.8µM*	B = -4%	C = 84	D = -4%	E = -7%	F = -15%

Clc1ccccc1-c1ccc2ncnc(NCc3cccnc3)c2c1
  A = 0%	B = -3%	C = 10	D = nt	E = 1%	F = -13%&-19%

CC(=O)c1ccc(NC(=O)c2ccc3c(c2)N(Cc2cccc(Cl)c2)C(=O)c2ccccc2S3=O)cc1 (stereo unspecified)
  A = 18%	B = -8%	C = -33	D = nt	E = nt	F = nt

CC(NC(C)(C)C)C(=O)c1cccc(Cl)c1 (stereo unspecified)
  A = -8%	B = -4%	C = ?	D = 5%	E = 1%&-1%&2%	F = -3%

CC(C)c1nc2ccc(C(=O)NCCCN3CCN(c4ccc(F)cc4)CC3)cc2o1
  A = 1%	B = 12%	C = -1	D = nt	E = nt	F = nt

CCCCN(C(=O)C1=COCCO1)c1c(N)n(CCCC)c(=O)[nH]c1=O
  A = -4%	B = -1%	C = -36	D = 1%	E = nt	F = -16%

COc1ccc2[nH]c(=O)c(CN(C(=O)c3cccc(Cl)c3)c3ccccc3C)cc2c1
  A = -6%	B = 4%	C = 17	D = nt	E = nt	F = nt

COc1cc2c(cc1OC)C(COc1ccc3c(C)cc(=O)oc3c1)N(C(=O)c1cccc(C)c1)CC2 (stereo unspecified)
  A = -1%	B = -6%	C = 11	D = nt	E = nt	F = nt

Cc1ccc(N2C(=O)N(CC(=O)C(C)(C)C)c3ccccc3S2(=O)=O)cc1
  A = 0%	B = 1%	C = nt	D = nt	E = 0%	F = -13%

CCCCC(=O)N1C/C=C\C(c2ccc(OC)cc2)N(Cc2ccc(F)cc2)C(=O)C1 (stereo unspecified)
  A = -3%	B = 1%	C = 2	D = 39%[activator]	E = 1%	F = 93%[activator]

CCOc1cc(C2c3c(oc4ccccc4c3=O)C(=O)N2c2ccccn2)ccc1O (stereo unspecified)
  A = -3%	B = 19%	C = 48	D = nt	E = nt	F = nt

O=C(CSc1nnnn1C1CCCC1)NCCc1ccccc1
  A = 1%	B = ?	C = -20	D = -19%	E = 1%	F = -4%

N#CCCn1cc(/C=N/O)c(-c2ccccc2)n1
  A = 0%	B = 1%	C = -8	D = 13%	E = 2%	F = 10%

O=C(NC(=C(Cl)Cl)S(=O)(=O)c1ccc(Cl)cc1)c1ccccc1
  A = 3.5µM*	B = -9%	C = ?	D = -14%	E = 1%	F = -24%

CCOc1ccc(NC(=O)CN(C)CC(=O)Nc2cccc(Cl)c2C)cc1OCC
  A = 2%	B = 2%	C = -15	D = 25%	E = -7%	F = 137%[activator]

CCc1ccc2[nH]c(C)c(CN3CCCCCC3)c(=O)c2c1
  A = 58%[activator]	B = 2%	C = -6	D = 11%	E = -15%	F = -6%

O=C(NCCN1CCOCC1)c1cc(-c2ccc(Br)cc2)on1
  A = -5%	B = 1%	C = -19	D = 14%	E = -2%	F = -9%

COc1ccc(C2C3=C(CC(C)(C)CC3=O)Nc3c2c(=O)[nH]c(=O)n3Cc2ccccc2)cc1 (stereo unspecified)
  A = -12%	B = -10%	C = -21	D = 8%	E = -1%	F = -25%

O=C(c1ccc(F)cc1)N1CCN(C2CCC(c3ccccc3)CC2)CC1 (stereo unspecified)
  A = nt	B = 2%	C = 12	D = -12%	E = ?	F = 129%[activator]

O=C(CSc1ccccc1)NN1C(=O)c2ccccc2C1=O
  A = nt	B = -6%	C = 19	D = -2%	E = 2%	F = -33%

COc1cccc(-c2nc(CS(=O)(=O)CC(=O)NCc3cccc(Cl)c3)c(C)o2)c1
  A = ?	B = 2%	C = -4	D = nt	E = nt	F = nt

COC(=O)c1c(NC(=O)c2ccco2)sc2c1CCN(C(C)=O)C2
  A = -6%	B = -8%	C = 65	D = -4%	E = nt	F = 131%[activator]

CSc1ccccc1NC(=O)CN(C)CC(=O)NCc1ccccc1
  A = 0%	B = 1%	C = -84*	D = 46%[activator]	E = -1%	F = 3%

CN(c1ccc(OCC(=O)NCc2cccnc2)cc1)S(=O)(=O)c1ccc(Cl)cc1
  A = 58%[activator]	B = 4%	C = 78	D = -1%	E = 3%	F = 51%

CCOC(=O)C(NC(=O)CC)(Nc1sc2c(c1C(=O)OC)CCN(C)C2)C(F)(F)F (stereo unspecified)
  A = 0%	B = -1%	C = -27	D = 19%	E = -1%	F = 1%

Cc1ccc(N2CN(Cc3cccnc3)CNC2=S)cc1
  A = 5%	B = -12%	C = -17	D = -16%	E = -3%	F = -17%

O=C(NC1CC1)C1CCN(C2CCN(C(=O)/C=C/c3cccs3)CC2)CC1
  A = 4%	B = 5%	C = -29	D = -3%	E = -2%	F = 30%

O=C(Cc1ccccc1)NC1CC(=O)N(c2ccc3c(c2)OCCO3)C1 (stereo unspecified)
  A = 2%	B = 3%	C = 7	D = nt	E = nt	F = nt

O=C(CCC(=O)N1CCOc2ccccc21)N1CCCCC1
  A = 9%	B = -12%	C = -30	D = -12%	E = 5%	F = -3%

CC1(C)[N+]([O-])=C2C(=[N+]([O-])C1(C)C)c1ccccc1/C2=N\O
  A = -1%	B = ?	C = 1	D = 4%	E = -7%	F = -12%

N#CCN(C(=O)COC(=O)C1CC2CCCC(C1)C2=O)c1ccccc1 (stereo unspecified)
  A = 19%	B = 10%	C = -25	D = 16%	E = nt	F = 4%

CCc1ccc(NC(=O)c2ccc(F)c(S(=O)(=O)N3CCc4ccccc4C3)c2)cc1
  A = 5%	B = -3%	C = -68*	D = nt	E = nt	F = nt

Cc1cc(C)c(N(CC(=O)NCc2ccccc2)C(=O)c2csnn2)c(C)c1
  A = -1%	B = 3%	C = -5	D = 7%	E = -1%	F = 5%

O=C(NCCCn1ccnc1)NC(C(F)(F)F)C(F)(F)F
  A = 9%	B = -1%	C = 38	D = 26%	E = -6%	F = -4%

Cn1c(SCC(=O)NC(C)(C)C)nnc1-c1cnccn1
  A = ?	B = 4%	C = 21	D = -11%	E = 2%	F = -29%

Cc1ccccc1NC(=O)CSc1n[nH]c(-c2ccco2)n1
  A = 5%	B = 5%	C = -2	D = 7%	E = -12%	F = -10%

COc1cc(C(=O)N2CCC(C(=O)Nc3cccc(C(C)=O)c3)CC2)cc(OC)c1OC
  A = 11%[11.4 µM]	B = ?	C = 15	D = 10%	E = 2%	F = 16%

COc1cccc(CNC(=O)C2CCCN(c3nnc(-n4c(C)ccc4C)s3)C2)c1OC (stereo unspecified)
  A = -18%	B = 6%	C = -30	D = nt	E = nt	F = nt

Entries of single compounds, quoted from the list. Order of screens: Sm TGR inh	AmpC detergent	HCMV antiviral	AMA1 RON2 block	FBPA Giardia inh	AmpC no deterg
`Cc1ccccc1NC(=O)CSc1n[nH]c(-c2ccco2)n1` across the screens: 5%	5%	-2	7%	-12%	-10%
`O=C(NCCCn1ccnc1)NC(C(F)(F)F)C(F)(F)F` across the screens: 9%	-1%	38	26%	-6%	-4%
`O=C(CCC(=O)N1CCOc2ccccc21)N1CCCCC1` across the screens: 9%	-12%	-30	-12%	5%	-3%
`CCc1ccc(NC(=O)c2ccc(F)c(S(=O)(=O)N3CCc4ccccc4C3)c2)cc1` across the screens: 5%	-3%	-68*	nt	nt	nt

Rows were taken by chance. Share with any hit: about 7.8%.
